High-throughput results from PubChem BioAssay.
NPY-Y1 PAM-ag: NPY-Y1 receptor potentiators or agonists, primary screen, cell-based. 220,000 compounds, 0.37% hits. activation, % at 3.6 µM. AID 1304, 2008. NPY-Y1 expressing cells, potentiator/agonist activation; in the data active = activation above about 33%, passing the limit was not always enough;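 note: cells stimulated with NPY at EC10 then isoproterenol at EC100; 0% = low agonist plus stimulus and 100% = saturating agonist plus stimulus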
BaF3 tox: parental Ba/F3 cell viability inhibition, counter-screen for JAK2V617F inhibitor project, murine pro-B, CellTiter-Glo luminescence; CellTiter-Glo ATP luminescence; inhibition, % at 5.6 µM; 220,000 compounds, 1.1% hits; AID 1486, 2009;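 active = inhibition above a per-campaign cutoff, the mean inhibition of all tested compounds plus 3 SD, cut at about 27% in these data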;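 note: 0% = DMSO wells and 100% = JAK Inhibitor I control wells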
NPY-Y2 PAM-ag: NPY-Y2 potentiators or agonists, primary screen, cell-based; Neuropeptide Y receptor type 2 (Homo sapiens), P49146; cells expressing NPY-Y2, potentiator/agonist read-out; activation, % at 3.6 µM; 220,000 compounds, 0.45% hits; in the data active = activation above about 27%;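 note: cells stimulated with NPY near EC25 plus isoproterenol at EC100; 0% = vehicle plus submaximal agonist and 100% = vehicle plus saturating agonist; some results beyond the cut were filed as inactive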
Target sequence (P49146 whole entry, looked up): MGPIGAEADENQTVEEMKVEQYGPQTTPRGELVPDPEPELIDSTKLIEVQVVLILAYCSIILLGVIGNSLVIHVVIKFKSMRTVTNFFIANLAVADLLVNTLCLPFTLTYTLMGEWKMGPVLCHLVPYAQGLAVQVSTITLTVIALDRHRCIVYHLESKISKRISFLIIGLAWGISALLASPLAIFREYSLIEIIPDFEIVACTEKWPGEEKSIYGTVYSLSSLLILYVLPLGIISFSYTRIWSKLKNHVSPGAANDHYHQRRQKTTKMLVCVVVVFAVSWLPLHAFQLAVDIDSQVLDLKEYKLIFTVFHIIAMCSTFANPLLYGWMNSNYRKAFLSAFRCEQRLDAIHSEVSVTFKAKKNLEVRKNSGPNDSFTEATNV
NPY-Y1 antag: NPY-Y1 receptor antagonists, primary screen, cell-based; Neuropeptide Y receptor type 1 (Homo sapiens), P25929; HEK293-CNG Y1 cells, membrane potential fluorescence; NPY at EC95, then isoproterenol; inhibition, % at 3.6 µM; 200,000 compounds, 1% hits; AID 1040, 2008;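 active = inhibition above the campaign mean inhibition of all tested compounds plus 3 SD, cut at about 20% in these data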;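 note: 0% = DMSO wells given NPY plus isoproterenol and 100% = isoproterenol alone without NPY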
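Material: HEK293 Y1/CNG channel cell line; also added: NPY (25 nM), isoproterenol (1 µM), Ro 20-1724 (25 µM); doses: one concentration, 3.6 µM, in 0.4% DMSO; schedule: compound incubation 1 h at room temperature, readout 45 min post-stimulation; technique: membrane potential fluorescence; measure: fluorescence ratio normalized to % inhibition between controls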
S1P4 antag: S1P4 receptor antagonists, primary screen, cell-based; Sphingosine 1-phosphate receptor 4 (Homo sapiens), O95977; S1P4-expressing cells, antagonist mode, reporter read-out; inhibition, % at 4.98 µM; 220,000 compounds, 0.26% hits; AID 1510, 2009; in the data active = inhibition above about 29%;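 note: 0% = wells stimulated with agonist and 100% = vehicle wells without agonist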
Target sequence (O95977 whole entry, looked up): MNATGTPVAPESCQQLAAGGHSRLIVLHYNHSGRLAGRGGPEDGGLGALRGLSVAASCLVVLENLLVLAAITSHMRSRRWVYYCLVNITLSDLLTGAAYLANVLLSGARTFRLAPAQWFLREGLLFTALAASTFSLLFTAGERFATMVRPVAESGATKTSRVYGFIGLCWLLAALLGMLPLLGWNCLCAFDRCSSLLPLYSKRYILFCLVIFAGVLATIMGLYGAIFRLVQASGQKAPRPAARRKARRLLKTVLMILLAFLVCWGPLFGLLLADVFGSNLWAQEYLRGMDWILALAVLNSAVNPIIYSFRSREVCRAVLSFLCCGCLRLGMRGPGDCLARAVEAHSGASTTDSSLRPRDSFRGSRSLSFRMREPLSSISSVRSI
Ba/F3 V617F tox: reduced viability of JAK2V617F-dependent Ba/F3 cells, primary screen, JAK2V617F inhibitor project, cell-based, Ba/F3 EpoR-JAK2V617F, luminescence; 220,000 compounds, 1.1% hits; ATP luminescence; inhibition, % at 5.6 µM;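 active = inhibition above the campaign mean plus 3 SD over all tested compounds, cut at about 24% in these data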;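 note: cytokine-independent growth of Ba/F3 cells driven by EpoR plus mutant JAK2; 0% = DMSO-treated cells and 100% = JAK inhibitor I control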
Runt-CBFb FRET: inhibitors of RUNX1 Runt–CBFb binding, primary screen, biochemical, FRET, Cerulean-Runt, Venus-CBFb, uHTS; Runt-related transcription factor 1 (Homo sapiens) + Core-binding factor subunit beta …; Cerulean-Runt/Venus-CBFb FRET ratio 530/480, 1 h; inhibition, % at 20 µM; 220,000 compounds, 0.46% hits; AID 1496, 2009;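 active = inhibition over about 50% at 20 µM in the single-dose screen, limit read from the data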;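 note: 0% = DMSO wells and 100% = excess unlabeled CBFb competitor control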
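Buffer or medium: Tris pH 7.5 buffer with BSA. Assay system: Cerulean-labeled Runt domain protein. Amount: each fluorescent fusion protein 100 nM. Read-out basis: loss of energy transfer signal. Incubation: 1 h compound exposure, room temperature. Probe or stimulus: Venus-CBFb binding partner, 100 nM. Detection: FRET, excitation 422 nm, emission at 530 and 480 nm.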
S1P4 ag: S1P4 receptor agonists, primary screen, cell-based; activation, % at 4.98 µM; Sphingosine 1-phosphate receptor 4 (Homo sapiens), O95977; S1P4-expressing cell line, agonist reporter assay; AID 1509, 2009; 220,000 compounds, 0.35% hits; in the data active = activation above about 11%;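 note: 0% = DMSO vehicle and 100% = reference agonist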
RBBP9 inh: human RBBP9 inhibitors, primary screen, biochemical, fluorescence polarization, FP-Rh probe, HTS; recombinant RBBP9; 220,000 compounds, 0.2% hits; inhibition, % at 7.94 µM; Serine hydrolase RBBP9 (Homo sapiens), O75884;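 active = inhibition above the campaign mean of all tested compounds plus 3 SD, cut at about 14% in these data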;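 note: plate controls were DMSO wells with RBBP9 for no effect and wells lacking RBBP9 protein for full effect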
Target sequence (O75884 whole entry, looked up): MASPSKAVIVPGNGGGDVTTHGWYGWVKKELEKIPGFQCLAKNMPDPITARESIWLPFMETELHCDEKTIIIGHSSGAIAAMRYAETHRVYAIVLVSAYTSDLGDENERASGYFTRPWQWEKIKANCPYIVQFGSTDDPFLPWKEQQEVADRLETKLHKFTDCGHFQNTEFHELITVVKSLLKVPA
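Test system: recombinant human RBBP9. Quantity: 2.5 µM RBBP9 dispensing solution, before mixing. Detection: FP readout at 525/598 nm. Reagent: Serine-hydrolase probe FP-Rh, 375 nM pre-mixing. Measure: % inhibition. Control set: DMSO-treated enzyme wells and wells lacking RBBP9. Buffer or medium: Tris-NaCl-Pluronic buffer, pH 8.0. Times: preincubation 30 min plus labeling 45 min at 25 °C.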
Active calls of the source: *; . = no result given.

SMILES	NPY-Y1 PAM-ag	BaF3 tox	NPY-Y2 PAM-ag	NPY-Y1 antag	S1P4 antag	Ba/F3 V617F tox	Runt-CBFb FRET	S1P4 ag	RBBP9 inh
O=C(Cn1nnc(-c2ccc(Cl)cc2)n1)NC1CC2CCC1C2 (configuration not stated)	-28	94*	-7	4	-3	-3	-1	-1.0	-10
Clc1ccc(/C=N/Nc2ncnc3ccccc23)cc1Cl	10	1	0	-2	-8	-2	-2	0.6	-5
CCc1cc2cccc(C)c2nc1SCC(=O)NNC(=O)c1ccco1	-25	2	-31	8	-12	-5	-3	-1.3	-8
O=c1cc(CN2CCN(c3cccc(Cl)c3)CC2)c2cc3c(cc2o1)CCCC3	5	3	9	5	14	-2	-2	-3.9	-7
NC(=O)c1cc(C(=O)c2cccc(Cl)c2Cl)c[nH]1	-1	8	-10	-5	-9	2	-1	-0.5	4
Cc1ccc(CNC(=O)Cn2cccc2C(=O)c2ccccc2C)cc1	-7	9	1	5	-4	6	-1	-1.8	-4
CCCCN(C(=S)Nc1ccccc1)C1CCS(=O)(=O)C1 (configuration not stated)	-1	2	1	-1	-9	3	-2	0.6	-10
COc1ccccc1-n1c(C)nnc1SCC(=O)Nc1cccc(C(C)=O)c1	-7	7	-1	-4	7	-1	-2	1.5	-4
CC(C)(C)C(=O)NNC(=O)CCCOc1ccc(Cl)cc1Cl	1	0	-2	-3	15	0	-3	-2.3	-8
c1ccc(-n2nnc3cnccc32)cc1	-6	6	8	-4	-7	-1	0	1.9	0
O=C(Nc1ccccc1C(F)(F)F)c1cc2ncc(CCCl)cn2n1	-27	5	13	1	-11	-1	-7	1.8	-3
N#C/C(=C\c1cc(Cl)cc(Cl)c1O)C(=O)NC1CCCCC1	-5	3	-11	-1	-3	-1	-1	1.2	-10
Cc1c(O)cc2n(c1=O)-c1ccccc1C2(C)C	2	1	10	1	-13	-4	-2	3.3	6
CCOC(=O)NCc1ccc2c(c1)OCO2	-11	5	-10	-4	14	4	1	-0.9	-9
NC(=O)C1CCN(C2CC(=O)N(c3ccc(F)c(Cl)c3)C2=O)CC1 (configuration not stated)	-2	5	17	2	2	-3	3	-1.2	-2
Cc1cc(C)c[n+](C(C)C(=O)c2ccc(-c3ccccc3)cc2)c1 (configuration not stated)	-12	65*	-2	6	-17	66*	-1	1.2	-6
Cc1c(NC(=S)N/N=C/c2cc([N+](=O)[O-])ccc2O)c(=O)n(-c2ccccc2)n1C	-5	2	3	.	3	3	0	1.6	1
CCC(C)N=CC1=C(O)C(C(=O)OC)C(C)(C)CC1=O (configuration not stated)	-14	10	-5	-3	-12	-2	2	0.3	-1
COc1cc2c(cc1OC)C(c1ccc3c(c1)OCO3)CC(=O)N2 (configuration not stated)	6	2	2	0	-1	-5	4	0.5	5
Nc1nnc(-c2cn(-c3ccccc3)nc2-c2ccccc2)o1	7	1	-1	-3	-10	1	5	-0.6	-10
CCc1ccc(Nc2nnc(SCC(=O)Nc3cccnc3Cl)s2)cc1	-16	8	-1	-2	-16	2	-2	7.6	-11
Cc1cc(=O)oc(C)c1C(=O)N1CCc2c([nH]c3ccccc23)C1C(C)C (configuration not stated)	0	12	2	2	-6	4	2	1.0	-3
CN(C)c1nc(SCc2ccccc2Cl)nc2c1CCCC2	-48	0	-11	9	-1	-3	-4	0.1	-5
COc1ccccc1NS(=O)(=O)c1cc(NC(=O)c2ccc3c(c2)OCCO3)ccc1C	-8	3	-2	-2	-5	-3	1	0.1	-22
CCOCCCNC(=O)CCNS(=O)(=O)c1ccc(C)cc1	13	3	0	-2	-12	-2	1	3.2	4
O=C1CSC2=NCN(c3ccccc3)CN12	5	2	-2	-4	-20	-1	-1	0.1	8
Cc1ccc(/C=N/n2c(C)cc(C)c(C#N)c2=O)o1	1	3	4	0	-17	-1	-2	2.9	0
Nc1ccc2oc(-c3cccc4ccccc34)nc2c1	9	6	5	4	-4	0	-8	-1.7	0
Cc1ccc(-n2cc(S(=O)(=O)c3ccc(C)cc3)[nH]c2=O)cc1	-12	9	-5	5	-6	1	1	1.3	-4
CC1(C)CC(N2CCN(Cc3ccccc3)CC2)=CC(=[N+]2CCCCC2)C1	1	71*	17	.	6	80*	-8	0.0	1
COCCn1c(N)c(Sc2ccccc2[N+](=O)[O-])c(=O)[nH]c1=O	1	1	-9	.	-9	0	2	1.9	0
CCOc1ccc(NC(=O)c2ccc(NC(=O)Cc3n[nH]c(=O)c4ccccc34)cc2)cc1	-5	-2	-2	.	6	-2	-2	-0.1	-7
CC(=O)Nc1ccc(NC(=O)CN2CCN(c3cccc(C(F)(F)F)c3)CC2)cc1	-5	4	-8	1	-22	-2	-4	-4.2	2
O=C(COC(=O)c1cnc(Cl)c(Cl)c1)Nc1ccc(S(=O)(=O)N2CCCC2)cc1	-16	5	-1	0	-18	0	2	1.4	-10
Cc1cccnc1NC(=O)Nc1cccc2ccccc12	11	5	-7	1	-14	-2	6	0.5	-7
O=C(CCc1ccccc1)NNC(=O)c1ccco1	10	11	-4	1	-8	-2	0	-1.1	-7
CCN1C(=O)CC(NCc2ccc3c(c2)OCO3)C1=O (configuration not stated)	-21	3	-12	3	-15	-4	1	-3.5	-4
O=C1CC(c2ccccc2)=Nc2ccc(Br)cc2N1	-1	10	0	1	3	0	-1	0.5	-4
Cc1ccc(C(=O)NCCN2C3=NC[C@H](C)N3C[C@H]2Cc2ccc(O)cc2)cc1Br	2	0	-19	-1	-1	-2	0	-0.4	5
CCCN1C(=O)c2cc(C(=O)Nc3ccc(OC)cc3OC)ccc2C1Nc1ccc(OC)cc1OC (configuration not stated)	-12	4	-17	10	8	1	-8	-0.5	-1
CN(C)c1ccc(NC(=O)COC(=O)CCC(=O)c2ccc(F)cc2)cc1	-4	7	-4	4	3	1	5	-3.0	2
Cc1nc(C)c(C(=O)NCCC(c2ccccc2)c2ccccc2)o1	-3	10	-9	-3	-18	1	0	2.0	-7
COC(=O)c1cccc(S(=O)(=O)N2CCCCC2)c1	-19	3	15	1	-27	-2	-2	0.9	-6
O=C(c1cc2ccccc2o1)N1CCN=C1SCc1cccnc1	-14	1	4	0	4	-2	0	0.4	-1
CC(C)(NC(=O)c1cc(Cl)c2ccccc2c1O)C(=O)O	-20	0	-21	.	-22	-1	29	3.1	-13
COc1ccc(-c2noc(CCC(=O)NCCCN3CCC(C)CC3)n2)cc1	-9	3	-12	0	-4	1	1	-3.6	-3
COc1ccccc1OCCOc1ccc(C(=O)c2ccccc2)cc1	-13	12	-16	9	-5	7	-5	-1.5	2
O=C(c1ccccc1)[C@H]1CC=CC[C@H]1C(=O)O	-3	0	7	0	-6	2	-1	-0.4	4
Cc1cccc(NC(=S)NC(=O)C(c2ccccc2)c2ccccc2)n1	1	0	5	3	-22	-4	.	1.2	-3
N#C/C(=C(/O)CSc1n[nH]c(N)n1)c1nc2ccccc2[nH]1	14	-3	-2	.	-8	-1	3	2.2	2
CCOc1cccc(N2C(=O)CC(NCc3ccc(S(N)(=O)=O)cc3)C2=O)c1 (configuration not stated)	-6	0	-3	0	3	2	0	1.1	-3
CCN(CC)c1ccc(/C=N/NC(=O)c2c(Cl)cnn2C)c(O)c1	-7	0	4	4	-8	-1	74*	0.6	-10
COc1ccccc1C(=O)N1CCN(C(=O)COc2cccc(C)c2)CC1	-26	1	-4	2	-15	0	0	0.6	-4
CCOC(=O)C(Cc1ccccc1)C(=O)Nc1cccc2ccccc12 (configuration not stated)	-7	2	-9	10	-1	-1	0	2.9	-12
CCOC(=O)Cc1csc(NC(=O)/C=C/c2ccc(Cl)cc2)n1	32	-8	32	.	-22	-2	0	-0.2	-3

Filtered by structure: the compounds so far with an aryl methoxy group
SMILES	NPY-Y1 PAM-ag	BaF3 tox	NPY-Y2 PAM-ag	NPY-Y1 antag	S1P4 antag	Ba/F3 V617F tox	Runt-CBFb FRET	S1P4 ag	RBBP9 inh
COc1ccccc1-n1c(C)nnc1SCC(=O)Nc1cccc(C(C)=O)c1	-7	7	-1	-4	7	-1	-2	1.5	-4
COc1cc2c(cc1OC)C(c1ccc3c(c1)OCO3)CC(=O)N2 (configuration not stated)	6	2	2	0	-1	-5	4	0.5	5
COc1ccccc1NS(=O)(=O)c1cc(NC(=O)c2ccc3c(c2)OCCO3)ccc1C	-8	3	-2	-2	-5	-3	1	0.1	-22
CCCN1C(=O)c2cc(C(=O)Nc3ccc(OC)cc3OC)ccc2C1Nc1ccc(OC)cc1OC (configuration not stated)	-12	4	-17	10	8	1	-8	-0.5	-1
COc1ccc(-c2noc(CCC(=O)NCCCN3CCC(C)CC3)n2)cc1	-9	3	-12	0	-4	1	1	-3.6	-3
COc1ccccc1OCCOc1ccc(C(=O)c2ccccc2)cc1	-13	12	-16	9	-5	7	-5	-1.5	2
COc1ccccc1C(=O)N1CCN(C(=O)COc2cccc(C)c2)CC1	-26	1	-4	2	-15	0	0	0.6	-4
